# Source: PubChem BioAssay (Broad Institute)
# Casp6 inh = inhibitors of human caspase-6. AID 686996. inhibition, % at 12.5 µM. hit rate 0.53% among 350,000. purified caspase-6, Z-VEID-R110 cleavage fluorescence;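 active = mean inhibition across replicates at least about 35%, with every replicate also reaching that limit, limit read from the data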;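 note: 0% = median of neutral control wells and 100% = no fluorescence left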
# Target sequence (P55212 24-179 limits assumed): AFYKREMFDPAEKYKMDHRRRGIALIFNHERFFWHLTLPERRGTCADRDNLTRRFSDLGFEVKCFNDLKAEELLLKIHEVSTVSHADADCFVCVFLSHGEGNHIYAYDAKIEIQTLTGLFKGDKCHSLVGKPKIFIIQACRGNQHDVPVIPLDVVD
# Target sequence (P55212 194-293 limits assumed): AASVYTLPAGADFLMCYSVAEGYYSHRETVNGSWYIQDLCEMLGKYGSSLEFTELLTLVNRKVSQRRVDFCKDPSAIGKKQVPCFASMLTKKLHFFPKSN
# PGC1a acetyl inh = lowers PGC1a acetylation signal in U2OS cells | AlphaScreen anti-acetyl-lysine; with virally co-expressed GCN5 acetyltransferase | inhibition, % at 15.6 µM | hit rate 0.17% among 350,000 | AID 651687;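 active = every replicate shows inhibition of at least 40%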;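 note: 0% = neutral control wells and 100% = positive control wells; some results beyond the cut were filed as inactive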
# PAX8 reporter = inhibitors of PAX8 transcriptional activity in RMG-I cells. RMG-I TPO-luciferase reporter, SteadyGlo, 24 h. inhibition, % at 12.6 µM. hit rate 1.2% among 360,000;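 active = mean replicate inhibition at least 60% with every replicate also reaching 60%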;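 note: luciferase light reporting Pax8 driven TPO promoter activity; plate controls were median of neutral control wells for no effect and mitoxantrone controls for full effect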
# EWS-Fli inh = inhibitors of EWS/Fli oncoprotein transcriptional activity; A673 NR0B1-luciferase reporter, viability-normalised; inhibition, % at 12.6 µM; hit rate 0.67% among 350,000; AID 651661;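 active = mean inhibition of at least 50% after viability correction, with every replicate also passing that limit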;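 note: firefly luciferase signal divided by Alamar Blue viability fluorescence both relative to DMSO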
# FN deposit inh = fibronectin deposition inhibition. AH1F fibroblasts, Alexa488-fibronectin deposition fluorescence, overnight. hit rate 0.086% among 350,000. inhibition, % at 12.6 µM;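 active = mean inhibition across replicates of 30% or more, regardless of how many single replicates reach that level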;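 note: positive control wells lacked labelled fibronectin entirely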
#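 Test system: AH1F fibroblast monolayer depositing Alexa488-labelled fibronectin into matrix. Input: 10000 cells per well. Technique: fluorescence, ex 485 nm, em 525 nm. Buffer or medium: DMEM plus 2% serum, read in PBS. Timing: 1 h cell adhesion before compound, then overnight fibronectin incubation. Compound: single dose, pinned. Read-out basis: inhibition from reduced deposited-fibronectin fluorescence.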
# Cneo AK release = Cryptococcus neoformans lysis via adenylate kinase release; C. neoformans lysis, adenylate kinase release luminescence, 4 h; normalised: neutral wells 0, clomiphene wells 100; lysis activity, % at 15 µM; hit rate 0.2% among 360,000; AID 651654;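 active = mean lysis activity across replicates of at least 80%, whatever share of replicates individually reach that level; inactive = mean lysis activity below 80%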
#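 Assay system: Cryptococcus neoformans yeast cells / Dosing: single-point compound dose / Timing: 4 h at 37 °C static, read 1 h later / Measured by: luminescence of released adenylate kinase using an AK detection reagent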
# LGR2 inh = blocks bursicon-induced cAMP signaling via Drosophila LGR2. HEK293 LGR2, CRE-luciferase, bursicon-stimulated, 4 h. inhibition, % at 9.99 µM. hit rate 0.35% among 380,000. AID 720647;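 active = drop in luminescence signal, shown as inhibition above about 50% in the replicate tests, limit read from the data, passing the limit was not always enough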;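 note: agonist challenge used bursicon conditioned medium at about half maximal strength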
# miR122 inh = blocks miR-122 activity in Huh7 sensor cells. hit rate 0.3% among 340,000. activation (reporter increase), % at 12.5 µM. Huh7 miR-122 Renilla luciferase sensor, 48 h; neutral wells = 0, positive control = 100;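 active = mean replicate activation score at least 90 and every replicate individually at or above 90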;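 note: higher luciferase means less miR-122 activity so hits act as miR-122 inhibitors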
# The depositor's hits bear a star; . = no result given; [ ] = another dose, or the depositor's remark.
SMILES,Casp6 inh,PGC1a acetyl inh,PAX8 reporter,EWS-Fli inh,FN deposit inh,Cneo AK release,LGR2 inh,miR122 inh
C[C@@H]1CCCCO[C@@H](CN(C)S(=O)(=O)c2cccs2)[C@H](C)CN([C@@H](C)CO)C(=O)c2cc(NC(=O)Nc3cccc4ccccc34)ccc2O1,.,6,8,11,.,1,11,-18[16.7 µM]
C[C@H](CO)N1C[C@H](C)[C@H](CN(C)Cc2cccc(C(F)(F)F)c2)Oc2ncc(/C=C/c3ccccc3)cc2C1=O,-3,-22,.,21,1,8,6,6[16.7 µM]
O=C(CCCn1c(=O)c2sccc2n(Cc2cc(=O)n3ccccc3n2)c1=O)NCc1ccco1,2,4,-3,-8,-1,-2,12,5
C[C@@H]1CN([C@@H](C)CO)C(=O)c2cccc(N(C)C)c2O[C@H]1CN(C)C(=O)Nc1ccccc1,0,5,-10,2,-2,0,-8,35[16.7 µM]
CC(C)Sc1nc2c(c(=O)[nH]c(=O)n2C)n1C,.,2,.,.,.,4,8,-5
O=C(C1CCOCC1)N1[C@H](CO)[C@@H]2c3ccccc3NC[C@@H]21,.,2,-17,1,.,-4,11,-8[16.7 µM]
C[C@@H]1CN([C@@H](C)CO)S(=O)(=O)c2ccc(Br)cc2O[C@H]1CN(C)CC1CCCC1,-2,-1,2,-6,-1,60,14,-13[16.7 µM]
COc1ccccc1NC(=O)c1oc2ccccc2c1NC(=O)c1cc(OC)c(OC)c(OC)c1,6,4,.,60*,.,0,-19,.
Cc1ccc(OCc2nnc(SCC(=O)c3cccs3)n2-c2ccccc2)cc1C,.,-11,.,.,10,1,.,7
COC(=O)c1cccc(COC(=O)c2cc3ccccc3oc2=O)c1,2,-3,6,-45,4,2,-1,-7
O=C(C1CCC1)N1CC(=O)N2[C@H](C1)[C@H](c1ccc(C#Cc3cccc(F)c3)cc1)[C@@H]2CO,2,-8,81*,-2,7,.,-3,.
CCN(CC)S(=O)(=O)c1ccc(N2CCOCC2)c(NC(=O)c2ccccc2F)c1,-1,-26,-4,19,-4,.,4,5
COc1ccc(CCN2CCCC(CN(C)C(=O)c3ccoc3)C2)cc1 (configuration not stated),-4,3,-235,-135,-2,-1,-75,-3
C[C@@H]1CN([C@@H](C)CO)C(=O)c2cccc(NC(=O)C3CCCCC3)c2O[C@H]1CN(C)Cc1ccc2c(c1)OCO2,-1,-1,15,3,.,3,-8,40[16.7 µM]
O=C(Cc1ccc(NC(=O)C2CCCN(C(=O)C3CCC3)C2)cc1)Nc1cccc(C(=O)N2CCCCC2)c1 (configuration not stated),2,.,9,4,4,5,-11,.
Cc1ccc(OC(=O)c2ccc(Cl)c([N+](=O)[O-])c2)cn1,0,2,12,-13,-8,-1,1,-4
Cc1cc(=O)n2nc(N3CCCC(C(=O)NC4CCCCC4C)C3)sc2n1 (configuration not stated),1,-4,-15,0,2,6,16,2
O=C(CSc1nnc(-c2ccncc2)o1)Nc1cccc(F)c1,1,.,-150,-49,4,-2,3,.
Cc1ccc2c(c1)c1nc3ccccc3nc1n2CCN1CCOCC1,.,5,.,.,-14,8,.,-2
Cc1ccc2nc(SC(C)C(=O)Nc3cccc([N+](=O)[O-])c3)[nH]c2c1 (configuration not stated),.,-14,31,.,1,-5,16,2

# Reprinted from the part before: two compounds; new compounds follow.
SMILES,Casp6 inh,PGC1a acetyl inh,PAX8 reporter,EWS-Fli inh,FN deposit inh,Cneo AK release,LGR2 inh,miR122 inh
Cc1ccc2c(c1)c1nc3ccccc3nc1n2CCN1CCOCC1,.,5,.,.,-14,8,.,-2
Cc1ccc2nc(SC(C)C(=O)Nc3cccc([N+](=O)[O-])c3)[nH]c2c1 (configuration not stated),.,-14,31,.,1,-5,16,2
N#Cc1c(-c2ccc(Cl)cc2)c2c([nH]c1=S)CCCC2,15,-17,6,-2,.,6,35,-4
CCCCC(O)CN1CCC(c2ccccc2)CC1 (configuration not stated),.,2,8,.,8,-1,.,0
Cc1ccc(NS(=O)(=O)c2ccc(C)c(NC(=S)NCCN3CCOCC3)c2)c(C)c1,0,.,-6,8,0,1,3,.
O=C(Nc1ccc2c(c1)CCC2)c1cccc(S(=O)(=O)Nc2ccccc2Cl)c1,.,14,-2,.,-3,.,7,3
Cc1ccc(C(=O)N/N=C\c2ccc(-c3ccc([N+](=O)[O-])cc3)o2)cn1,-1,.,-45,-8,-7,.,12,.
C[C@@H]1CCCCO[C@@H](CN(C)S(=O)(=O)c2ccc(Cl)cc2)[C@@H](C)CN([C@H](C)CO)C(=O)c2cc(NC(=O)Nc3cccc4ccccc34)ccc2O1,1,18,-2,-17,-6,0,-15,-1[16.7 µM]
O=C(NNC(=O)c1cccc(-n2cccc2)c1)c1ccc(F)cc1,5,17,-3,-8,-1,-1,-3,1
C/C(=N\Nc1ccc(C(=O)O)cc1)c1ccc2c(c1)Nc1ccccc1S2,21,-10,-92,-45,1,-5,-50,2
CC(NC(=O)c1ccccc1)C(=O)NC1CCCc2ccccc21 (configuration not stated),3,.,10,3,-2,.,-4,4
CCCCc1nc2cc(C(=O)N3CCCC(COC)C3)ccc2o1 (configuration not stated),1,10,-103,.,-3,2,-46,-6
COc1ccc(S(=O)(=O)N[C@@H]2C=C[C@H](CC(=O)NCc3ccccc3F)O[C@H]2CO)cc1,1,-37,-16,4,-8,0,6,.
CC(C)n1c(-c2cccnc2)nc2cnccc21,.,27,-1,.,7,3,.,-1
CC(=O)c1ccc(Nc2nc(C(N)Cc3ccc(C(F)(F)F)cc3)cs2)cc1 (configuration not stated),7,.,10,6,18,-1,5,-10
Cc1ccc(S(=O)(=O)Nc2ccc3c(c2)C(=O)N([C@@H](C)CO)C[C@@H](C)[C@H](CN(C)C(=O)NC2CCCCC2)O3)cc1,1,-4,-11,-6,.,-3,-28,-2[16.7 µM]
CCCNC(=O)C1CC(c2ccccc2C(F)(F)F)=NO1 (configuration not stated),.,-1,11,2,-9,7,-12,-1
C=CCNCCOc1cccc(Br)c1,2,.,45,5,7,4,-1,-15
O=C(N[C@H]1C=C[C@@H](CC(=O)N2CCc3ccccc3C2)O[C@@H]1CO)C1CCOCC1,3,-1,.,-8,.,.,-2,.
O=C(NCC(=O)N1CCN(c2ncccn2)CC1)c1ccc(F)cc1,3,.,-30,-18,0,-2,-6,.
COc1ccccc1-n1c(SCC(N)=O)nc2sc3c(c2c1=O)CCC3,5,-3,19,1,3,2,-7,14
COc1ccc(S(=O)(=O)Nc2ccc3c(c2)C(=O)N([C@H](C)CO)C[C@@H](C)[C@H](CN(C)C(=O)Nc2ccc(C(F)(F)F)cc2)O3)cc1,-2,2,.,-7,0,-2,2,-3[16.7 µM]

# Individual results from the list:
# O=C(N[C@H]1C=C[C@@H](CC(=O)N2CCc3ccccc3C2)O[C@@H]1CO)C1CCOCC1 | Casp6 inh = 3
# Cc1ccc(C(=O)N/N=C\c2ccc(-c3ccc([N+](=O)[O-])cc3)o2)cn1 | Casp6 inh = -1
# CCCNC(=O)C1CC(c2ccccc2C(F)(F)F)=NO1 (configuration not stated) | EWS-Fli inh = 2
# COc1ccc(S(=O)(=O)N[C@@H]2C=C[C@H](CC(=O)NCc3ccccc3F)O[C@H]2CO)cc1 | Cneo AK release = 0

# New compounds follow:
SMILES,Casp6 inh,PGC1a acetyl inh,PAX8 reporter,EWS-Fli inh,FN deposit inh,Cneo AK release,LGR2 inh,miR122 inh
C[C@@H]1CCCCO[C@H](CN(C)Cc2ccncc2)[C@H](C)CN([C@@H](C)CO)C(=O)c2cc(NC(=O)Nc3ccc(F)cc3)ccc2O1,.,4,-2,31,-16,0,-4,-2[16.7 µM]
CCOC(=O)C(=NC(C)CC)NNc1cccc(C(F)(F)F)c1 (configuration not stated),.,.,-1,.,-8,-4,2,3
CCN(CC)C(=O)c1cnn(-c2ccccc2)c1NC(=O)c1ccccc1F,-1,-2,.,-5,.,1,3,19
CCN1CCn2c3c(c4cccc(C)c42)CCCC31 (configuration not stated),-1,.,34,16,-6,-1,6,3
CCCNC(=O)c1ccc(Cn2c(=S)[nH]c3c([nH]c4ccc(OC)cc43)c2=O)cc1,.,-11,-48,.,4,0,-5,1
Cc1ccc(F)c(CNC(=O)C2CCC(=O)N(CCN3CCOCC3)C2)c1F (configuration not stated),-3,10,-6,.,2,-2,3,-1
Cc1ccc(-c2nc(CS(=O)(=O)CC(=O)NCc3ccc4c(c3)OCO4)c(C)o2)cc1,7,2,-6,7,-7,14,15,-6
COc1ccc(OC)c(C(=O)C(=O)c2cc(OC)ccc2OC)c1,-3,13,9,-3,0,-1,3,69
COCc1cn(CC[C@H]2CC[C@H](NC(=O)Nc3c(C)noc3C)[C@@H](CO)O2)nn1,1,-7,-6,-9,-4,0,17,-6[16.7 µM]
COc1ccc(N2CCN(C(=O)c3ccc(N4CCCCS4(=O)=O)cc3)CC2)cc1,0,-5,-2,-5,8,2,5,-6
Cn1cc(C(=O)c2ccc(F)cc2)cc1-c1nc2ccccc2n1C,.,-38,-6,.,-6,-1,.,-10
CNC[C@@H]1Oc2cc(-c3ccccc3F)ccc2S(=O)(=O)N([C@@H](C)CO)C[C@H]1C,0,-9,6,-8,8,-4,17,2[16.7 µM]
CC(C)=CCN1CCN(Cc2ccc(Sc3nncn3C)o2)CC1CCO (configuration not stated),-5,2,1,-1,-1,.,-7,.
CCC(=O)N(C)C[C@@H]1Oc2ncc(C#Cc3ccccc3OC)cc2C(=O)N([C@@H](C)CO)C[C@@H]1C,3,2,-9,-14,.,0,-2,-4[16.7 µM]
CC1NS(=O)(=O)c2cc([N+](=O)[O-])ccc21 (configuration not stated),-1,.,-17,-8,12,.,5,.
CCC(C)NS(=O)(=O)c1ccc(S(=O)(=O)N(CC(=O)Nc2ccccc2)CC2CCCO2)cc1 (configuration not stated),.,3,.,.,-7,2,5,3
C=CCn1c(Cc2ccccc2)nc2c(cnn2-c2ccccc2)c1=O,-1,2,-5,21,2,-2,-2,-4
COC(=O)c1c(NC(=O)COC(=O)CCS(=O)(=O)c2ccc(C)cc2)sc(C)c1C,1,-1,14,-1,-5,1,.,-2
Cc1csc(NC(=O)CSc2ncc(-c3ccccc3)[nH]2)n1,3,.,-28,-26,-2,-3,15,21
C[C@H](CO)N1C[C@H](C)[C@@H](CN(C)CC2CCCCC2)Oc2c(NC(=O)NC3CCCCC3)cccc2C1=O,1,1,.,9,.,1,.,11[16.7 µM]
CCCN1[C@H](C(=O)NCC)[C@@H](CO)[C@@H]2Cn3c(ccc(-c4ccc(OC)cc4)c3=O)[C@@H]21,-1,-1,5,-5,.,-1,-10,0[16.7 µM]
C[C@@H]1CN([C@H](C)CO)S(=O)(=O)c2ccc(C#CCN(C)C)cc2O[C@H]1CN(C)Cc1ccc2c(c1)OCO2,3,-29,.,13,-16,0,2,-3[16.7 µM]
COc1ccc(N2CC(C(=O)Nc3ccc(S(=O)(=O)N4CCCCC4)cc3)CC2=O)cc1 (configuration not stated),0,-11,10,10,4,-1,-7,-9
COC(=O)c1ccc(NS(=O)(=O)c2cc(-c3cc(C)no3)ccc2OC)cc1,-1,2,-2,50,15,1,6,9
Cc1ccc(C(=O)NNC(=O)CCn2nnc3ccccc32)cc1,-2,-21,-1,-9,-2,1,5,1

# Only PAX8 reporter, for 2 of the compounds above:
SMILES,PAX8 reporter
COc1ccc(N2CC(C(=O)Nc3ccc(S(=O)(=O)N4CCCCC4)cc3)CC2=O)cc1 (configuration not stated),10
COC(=O)c1ccc(NS(=O)(=O)c2cc(-c3cc(C)no3)ccc2OC)cc1,-2
